Screening data (PubChem BioAssay)
AmpC detergent: qHTS Inhibitors of AmpC Beta-Lactamase (assay with detergent). 0.041% of 370,000 active. P00811. Potency, µM (top dose mostly 114 µM), inactives show top-dose activity change, negative = inhibition, hits mostly inhibitors. AmpC hydrolysis of nitrocefin, absorbance 480 nm, 0.01% Triton. AID 485294, 2010;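 further: potency means the concentration at half of the fitted maximal effect; 0% = no-compound wells and -100% = no-enzyme wells; nearly all actives have a fitted effect of over 25% in size; some results filed as inactive show a strong effect at the top dose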
Target sequence (P00811 whole entry, looked up): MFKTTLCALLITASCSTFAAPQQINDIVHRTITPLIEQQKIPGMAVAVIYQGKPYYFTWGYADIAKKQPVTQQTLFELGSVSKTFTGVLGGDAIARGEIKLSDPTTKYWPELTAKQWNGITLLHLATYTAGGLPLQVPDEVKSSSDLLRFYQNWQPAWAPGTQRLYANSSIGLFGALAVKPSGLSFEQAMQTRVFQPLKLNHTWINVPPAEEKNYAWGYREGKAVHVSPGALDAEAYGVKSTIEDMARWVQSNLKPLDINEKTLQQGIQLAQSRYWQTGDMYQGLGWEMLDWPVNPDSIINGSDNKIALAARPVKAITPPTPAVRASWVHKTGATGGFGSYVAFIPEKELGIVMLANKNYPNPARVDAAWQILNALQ
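20 mM phosphate pH 7.0 + 0.01% (detergent screen) or 0.0001% Triton X-100; 5.3 nM AmpC reagent; cpd preinc 15 min RT; nitrocefin (800 uM stock) to start; A480 q20 s × 4 min; Activity was normalised to no-enzyme and no-compound control wells.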
HCV inh: qHTS Assay for Inhibitors of Hepatitis C Virus (HCV); Huh7.5.1 HCVcc-Cre infection, luciferase reporter, 44 h; Potency, µM (series often up to 41.8 µM), for inactives: top-dose activity change, negative = inhibition, actives largely listed as inhibitors; 3.4% of 340,000 active; further: potency means the concentration at half of the fitted maximal effect
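Cells (1,000/well) were plated 4 h before compound, then infected with HCVcc-Cre virus (~0.5 moi). After 44 h further culture, infection was read as luciferase luminescence following a 15 min substrate incubation at room temperature.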
AMA1 RON2 block: qHTS for Inhibitors of AMA1-RON; Towards Development of Antimalarial Drug Lead: Primary Screen. Plasmodium falciparum AMA1 (3D7) - RON2 peptide interaction. 0.2% of 360,000 active. Potency, µM (doses to about 58.2 µM), for inactives: at the top dose activity change, negative = inhibition, usual class: inhibitors. AlphaScreen AMA1-biotinylated RON2 peptide binding;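 further: potency means the concentration at half of the fitted maximal effect; 0% = vehicle wells and -100% = peptide control; nearly all actives have a fitted effect of over 45% in size; some results filed as inactive show a strong effect at the top dose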
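AMA1 (3D7) with his tag at 25 nM final met compounds first, then biotinylated RON2 peptide at 25 nM; detection used donor plus acceptor beads, 10 µg/mL apiece, read by AlphaScreen after 30 min at room temperature.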
FBPA Giardia inh: qHTS Assay for Inhibitors of Fructose-1,6-bisphosphate Aldolase from Giardia Lamblia; A8B2U2; purified Giardia FBPA; Potency, µM (doses to about 59.6 µM), without a hit: at the highest dose activity, negative = inhibition, usual class: inhibitors; 0.71% of 290,000 active; further: potency means the concentration at half of the fitted maximal effect; nearly all actives have a fitted effect of over 55% in size
Target sequence (A8B2U2 whole entry, looked up): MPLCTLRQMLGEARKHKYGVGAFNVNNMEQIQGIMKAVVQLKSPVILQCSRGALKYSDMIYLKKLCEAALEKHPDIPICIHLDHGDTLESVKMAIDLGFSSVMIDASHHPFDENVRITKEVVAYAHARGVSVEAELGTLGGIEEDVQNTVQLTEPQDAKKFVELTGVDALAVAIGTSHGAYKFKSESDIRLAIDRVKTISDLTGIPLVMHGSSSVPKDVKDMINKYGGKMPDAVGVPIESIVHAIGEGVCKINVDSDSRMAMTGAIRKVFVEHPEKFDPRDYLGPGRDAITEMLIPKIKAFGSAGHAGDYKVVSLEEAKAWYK
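Giardia FBPA (40 nM reagent) was preincubated 10 min at RT with compound (up to 57.5 uM final), then substrate plus GAPDH/TPI/NAD/arsenate coupling system with diaphorase/resazurin was added; resorufin fluorescence (525/598 nm) was read after 20 min.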
HCMV inh: qHTS Assay for inhibitors of the human cytomegalovirus (HCMV). HFF cells, HCMV-luciferase reporter, 72 h; active compounds read low. activity change, negative = inhibition, % at 57.5 µM. 4.5% of 410,000 active; in the data active means activity change below about -60%; inconclusive means no clear call, values can overlap the other calls; inactive means above about -39%
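Two compound doses tested in HFFs infected with HCMV-luciferase, MOI 1 PFU/cell, 72 h at 37C. Lysate luminescence read with OneGlo; data normalized against buffer-only and 10uM Salinomycin inhibitor controls.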
Sm TGR inh: qHTS Assay for the Inhibitors of Schistosoma Mansoni Peroxiredoxins. Schistosoma mansoni thioredoxin glutathione reductase (TGR), Q962Y6. Potency, µM (top dose mostly 114 µM), inactives show at the highest dose activity change, negative = inhibition, actives largely listed as inhibitors. 3% of 360,000 active. AID 485364, 2010. purified TGR, DTNB reduction, TNB absorbance 405 nm; further: potency means the concentration at half of the fitted maximal effect; nearly all actives have a fitted effect of over 60% in size
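TGR 20 nM + NADPH 100 uM (dispensed conc.), cpd preinc 15 min RT; start with NADPH (500 uM addition) then DTNB (15 mM addition). Kinetic TNB absorbance, 405 nm filter. Four-parameter Hill fit across titration.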
Active calls of the source: *; u = inconclusive; x = no result given; & = joins results of further samples; [ ] = another dose, or the depositor's remark. Unless noted, the call rests on the fitted dose curve; in most records, active means well fitted curve in the direction sought with a large enough effect; inconclusive means small, poorly fitted or top-dose-only effect, or another doubt; inactive means no such curve, though single readings can be large; an effect the other way counts as inactive or inconclusive. Unless noted, on the % scale 0 is the no-effect control and ±100 the full control effect.

SMILES | AmpC detergent | HCV inh | AMA1 RON2 block | FBPA Giardia inh | HCMV inh | Sm TGR inh
CC1CCC(NC(=O)COC(=O)c2cccnc2Cl)CC1 (configuration not stated) | 7% | 10% | 2% | x | 115 | 2%
CCn1c(COc2ccc(=O)n(-c3ccccc3)n2)nnc1SCc1ccc(C)cc1 | 3% | 9% | -6% | 1% | -14 | 13%
Cn1ccnc1SCC(=O)c1ccc(F)cc1 | x | -6% | -8% | x | 23 | x
Cc1ccc(OC(=O)COc2ccccc2C)cc1 | 3% | 11% | 25% | -23% | 34 | -4%
Cc1ccc(-c2nnn(CC(=O)N(CC3CCCO3)C(C(=O)NC(C)(C)C)c3ccc(F)cc3)n2)o1 (configuration not stated) | -6% | 0%&-20% | 0% | 4% | 2 | -4%
Cc1ccc(S(=O)(=O)/N=C/c2c(O)ccc3ccccc23)cc1 | 0% | 11% | 0% | u | -8 | -36%
COc1ccc(Nc2ccc3cc(S(=O)(=O)N4CCCC4)ccc3n2)cc1Cl | 4% | x | x | x | -34 | 9%
COc1ccccc1CNC(=O)CN1C(=O)CSc2ccc(S(=O)(=O)N(C)C)cc21 | 3% | x | x | x | 5 | 6%
COc1ccc(NC(=O)COC(=O)CCc2ccc(S(=O)(=O)N3CCOCC3)cc2)cc1OC | x | -2% | -9% | x | 15 | x
CCOc1cc(/C=N/NC(=O)COc2cccc(C)c2)ccc1OC(=O)c1cccs1 | -3% | u | -10% | -5% | -11 | -12%
Cc1cccc(-c2nc(Cn3c(SCc4cc(C)ccc4C)nc4ccncc43)c(C)o2)c1 | 23% | x | x | x | 16 | 79µM*
CC1CCN(CCCn2c(SCC(=O)Nc3ccccc3Cl)nc3ccccc3c2=O)CC1 | -11% | 11µM* | -3% | 4% | -12 | 1%
COc1cccc(Cn2nnc(C(=O)Nc3cc(C)ccc3OC)c2N)c1 | 9% | u | -18% | -3% | x | 1%
Cc1cccc2cc(C#N)c(N3CCN(C)CC3)nc12 | u | 10µM* | 0% | 2% | -31 | 5%
CCN1CCSc2ccc(C(=O)NCc3ccc(OC(C)C)cc3)cc21 | 21% | -24% | -15% | 1% | 11&27 | 5%&1%
Cc1ccccc1OCC(=O)Nc1ccc(S(=O)(=O)N(Cc2ccccc2)c2ccccc2)cc1 | 5% | x | x | x | 2 | -2%
Cn1cnc(S(=O)(=O)N2CCCC(C(=O)NCc3ccc(Cl)cc3)C2)c1 (configuration not stated) | 2% | x | x | x | -13 | -1%
COc1cc(NC(=O)c2cc3nc(C4CC4)cc(C(F)(F)F)n3n2)c(OC)cc1Cl | 0% | -7% | -5% | 5% | -14 | 4%
CCCC(=O)OCC(=O)Nc1ccc2c(c1)OCO2 | 1% | -7% | -2% | 0% | 9 | -4%
CCC1=C(OC(=O)N(CC)CC)N2C(=O)OC(=NCc3ccccc3)[C@]2(C)[C@H]2C1=CC[C@H]1C(=O)NC(=O)[C@H]12 | -3% | 57%[activator][8.37 µM] | 0% | -4%&-1% | -19 | -6%
COc1cccc(-n2nnc3c(=O)n(CC(=O)Nc4cc(C)on4)cnc32)c1 | 3% | u | -4% | 3% | u | 2%
O=C(CCC(=O)N1C[C@H]2C[C@@H](C1)c1cccc(=O)n1C2)NCc1ccc(F)cc1 | 2% | -1% | 0% | x | -7 | -1%
CSc1ccccc1C(=O)N1CCCCC1 | 0% | 13% | -5% | 1% | -20 | 15%
N#C/C(C(=O)NCc1ccco1)=C1/SC=C(c2ccccc2)N1c1ccccc1 | -10% | 16% | -6% | -1% | u | -22%
Cc1cc(NCCCn2ccnc2)n2nc(C)c(-c3ccccc3)c2n1 | -7% | u | 11% | -1% | 87 | -6%
CCOC(=O)N1CCN(c2ccc(S(=O)(=O)N3CCOCC3)cn2)CC1 | x | 10% | 5% | x | -15 | x
Nc1ccccc1Sc1ccccc1[N+](=O)[O-] | 2% | 39%[activator] | -14% | -15% | 1 | 5%
O=C(COC(=O)CCc1c[nH]c2ccccc12)NC(c1ccccc1)c1ccccc1 | 0% | 26% | u | -3% | 42 | -13%
CCOC(=O)C1CCN(C(=O)CSc2nc3ncccc3[nH]2)CC1 | u | 7% | 2% | u | -33 | -4%
CCc1ccc[n+](-c2[nH]c(=O)sc2/C=N/NC([S-])=Nc2ccccc2)c1 | -6% | 1% | -2% | 1% | -19 | 0%
CCOC(=O)c1cc2c(C)[nH]c(C)c2cc(C(=O)OCC)c1=O | 7% | 12% | 0% | -6% | -22 | u
O=C(CN1CCN(Cc2ccc3c(c2)OCO3)CC1)Nc1ccc(N2CCOCC2)cc1 | -7% | 12% | -12% | 4% | -14 | 0%
CC(C)NC(=O)C1(S(=O)(=O)c2ccccc2)CC=CC1 | u | -6% | -5% | 5% | -1 | -15%
COCCn1c(SCc2cccc([N+](=O)[O-])c2)nc2ccccc2c1=O | 4% | 11µM* | -19% | 2% | u | 3%
Cc1ccc(/C=N/NC(=O)c2ccoc2C)s1 | -14% | -16% | 3% | -1% | 14 | -9%
Cc1ccc(-c2noc(-c3ccc(NC4CCCC4)c([N+](=O)[O-])c3)n2)cc1 | -2% | x | x | x | 5 | -8%
CC(C)NC(=O)NNC(=O)c1nn(-c2ccc(F)cc2)ccc1=O | -10% | 7% | 0% | 6% | -27 | 3%
CC(=O)Nc1ccc(N/C(N)=N/c2nc(C)cc(C)n2)cc1 | 1% | -7% | 1% | 0% | 40 | 12%
COc1ccc(-n2cnc3ccccc3c2=O)c([N+](=O)[O-])c1 | u | -7% | -7% | -5% | 51 | 5%
O=Cc1c(NCc2ccccc2Cl)c2ccccc2[nH]c1=O | -10% | 10% | -7% | -2% | 38 | -7%
Cc1c(CCOC(=O)CC23CC4CC(CC(C4)C2)C3)sc[n+]1Cc1ccccc1 | -9% | -8% | -1% | x | u | -11%
O=C(c1ccccc1)N1CCN(c2ccccc2)CC1 | x | 0% | 9% | x | -32 | x
COc1cc(CO)ccc1OCc1ccc(Cl)nc1 | 6% | 15% | 16% | -5% | 84 | 4%
Cc1cc(Nc2ccccc2)nn1C(=O)c1ccc(Br)cc1 | 2% | 14µM* | 2% | 0% | u | 0%
COc1cc(OC)cc(C(=O)Nc2ccccc2-c2nc3ccccc3s2)c1 | 1% | x | x | x | -1 | -7%
CC(=O)N=c1sccn1CC(O)c1ccccc1 (configuration not stated) | -4% | -3% | -9% | 10% | -12 | 10%
COc1ccc(NC(=O)Cn2c(C)c3cnn(-c4ccccc4)c(=O)c3c2C)c(OC)c1 | 20% | x | x | x | 3 | 1%
Cc1ccc(C(=O)CSc2nnc3ccccn23)c(C)c1 | 5% | 0% | -2% | 5% | 129 | x

Record cards (already shown):
`COCCn1c(SCc2cccc([N+](=O)[O-])c2)nc2ccccc2c1=O` as listed: AmpC detergent: 4%; HCV inh: 11µM*; AMA1 RON2 block: -19%; FBPA Giardia inh: 2%; HCMV inh: u; Sm TGR inh: 3%
`Cc1cccc(-c2nc(Cn3c(SCc4cc(C)ccc4C)nc4ccncc43)c(C)o2)c1` as listed: AmpC detergent: 23%; HCV inh: x; AMA1 RON2 block: x; FBPA Giardia inh: x; HCMV inh: 16; Sm TGR inh: 79µM*
`Cc1ccc(-c2noc(-c3ccc(NC4CCCC4)c([N+](=O)[O-])c3)n2)cc1` as listed: AmpC detergent: -2%; HCV inh: x; AMA1 RON2 block: x; FBPA Giardia inh: x; HCMV inh: 5; Sm TGR inh: -8%

Later entries.
SMILES | AmpC detergent | HCV inh | AMA1 RON2 block | FBPA Giardia inh | HCMV inh | Sm TGR inh
Cc1[nH]c(=O)c(S(=O)(=O)c2ccccc2)c(C)c1Cl | 1% | 18% | -3% | 0% | 51 | 13%
COc1ccccc1CN1CCCCC1c1cccnc1 (configuration not stated) | -5% | -7% | -6% | -17% | -86* | 2%
CN(C)C(=O)Oc1ccc(OC(=O)N(C)C)cc1 | -18% | 3% | 0% | 2% | -5 | -30%
CCOc1ccc(-c2cc(-c3nc(-c4ccc(OC)c(OC)c4)no3)[nH]n2)cc1 | -8% | x | x | x | 7 | 0%
O=C(Nc1ccc2c(c1)CCC2)c1ccccc1 | 2% | 17% | 3% | -7% | 66 | -8%
C/C(N)=C(/C#N)C(=O)CSc1nnc(Nc2cccc(C)c2C)s1 | -3% | -21%&-24% | 3%&0% | -12% | 57&38 | 10%
Cc1ccc(NS(=O)(=O)c2ccc3c(c2)CC(=O)N3)cc1F | u | 18% | 0%[11.6 µM] | x | -62* | -30%
CC(=O)Nc1ccc(-c2sc(Nc3cccc4ccccc34)n[n+]2-c2ccccc2)cc1 | -13% | 1% | 5% | 16µM* | 17 | -3%
Cc1nnc(N2C(=O)C(=O)/C(=C(/O)c3ccc4c(c3)CC(C)O4)C2c2ccccc2F)s1 (configuration not stated) | -12% | 8% | 26% | 3% | 41 | -22%
CCOC(=O)c1sc2cccc(F)c2c1S(=O)(=O)N1CCN(c2cccc(Cl)c2)CC1 | -5% | x | x | x | -9 | -10%
NC(=O)CC(NC(=O)Cc1cccc2ccccc12)c1ccc(NCCc2ccc(F)cc2)c([N+](=O)[O-])c1 (configuration not stated) | -4% | 6% | -8% | 2% | -67* | -12%
CCCC(C)C(=O)Nc1nc(C)c(-c2csc(Nc3ccccc3OC)n2)s1 (configuration not stated) | -1% | u | 26% | 1% | 1 | 5%
Cc1nc(-c2ccc(Cl)cc2)sc1CCNC(=O)c1cccs1 | -1% | x | x | x | 24 | -1%
FC(F)(F)c1ccccc1NC(=S)N1CCN(Cc2ccc3c(c2)OCO3)CC1 | -7% | u | -6% | -19% | -9 | 1%

Part of the list above, as a markdown table.
| molecule | AmpC detergent | HCV inh | AMA1 RON2 block | FBPA Giardia inh | HCMV inh | Sm TGR inh |
| --- | --- | --- | --- | --- | --- | --- |
| CCCC(C)C(=O)Nc1nc(C)c(-c2csc(Nc3ccccc3OC)n2)s1 (configuration not stated) | -1% | u | 26% | 1% | 1 | 5% |
| CCOc1ccc(-c2cc(-c3nc(-c4ccc(OC)c(OC)c4)no3)[nH]n2)cc1 | -8% | x | x | x | 7 | 0% |
